Rpn11 inh: Rpn11 (PSMD14) deubiquitinase inhibitors, primary screen, biochemical, fluorescence polarization, uHTS | 26S proteasome non-ATPase regulatory subunit 14 (Homo sapiens), O00487 | human 26S proteasome, Ub4-pepOG fluorescence polarization; 20S core pre-blocked with epoxomicin | calls only at 20 µM | hit rate 0.59% among 360,000 | AID 588493, 2011;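 active = inhibition at 20 µM, scaled to each plate's controls, above about 33%, limit read from the data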
Rin1 Abl inh: inhibitors of Rin1-Abl protein binding, primary screen, biochemical, TR-FRET; Tyrosine-protein kinase ABL1 (Homo sapiens) + Ras and Rab interactor 1 (Homo sapiens), …; inhibition, % at 7.35 µM; hit rate 0.4% among 360,000; AID 588664, 2011; in the data active = inhibition above about 5%, passing the limit was not always enough
SUMO1-SIM PPI: modulators of SUMO1 protein-protein interactions, primary screen, biochemical, uHTS. hit rate 0.33% among 360,000. inhibition, % at 20 µM. AID 602429, 2012. SUMO1 binding to a labelled peptide, TR-FRET, 1 h; in the data active = inhibition above about 37%
NadD inh: inhibitors of S. aureus NadD, primary screen, biochemical, colorimetric, uHTS. Nicotinate-nucleotide adenylyltransferase NadD (Staphylococcus aureus N315). purified NadD enzyme, colorimetric absorbance read-out. inhibition, % at 20 µM. hit rate 0.78% among 360,000. AID 602399, 2012; in the data active = inhibition above about 26%; note: some compounds past the cut are filed as inactive
LMPTP inh: LMPTP phosphatase inhibitors, primary screen, biochemical, fluorescence intensity, uHTS; recombinant LMPTP-A, OMFP fluorogenic substrate; AID 651560, 2012; hit rate 0.22% among 360,000; Low molecular weight phosphotyrosine protein phosphatase (Homo sapiens), P24666; inhibition, % at 20 µM;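 active = compounds that cut the enzyme signal by at least half of the control window in the single-dose screen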;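 note: plate controls were DMSO wells with enzyme plus substrate for no effect and substrate without enzyme for full effect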
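test system = LMPTP-A | amount = 0.625 nM LMPTP-A final | reagent = fluorogenic phosphatase substrate OMFP at 400 µM final | incubation = 50 min at room temperature | benchmarks = no-enzyme low control, uninhibited high control | medium = Bis-Tris pH 6.0, DTT, detergent | signal = fluorescence intensity of OMFP turnover product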
CSN deneddyl inh: inhibitors of CSN-mediated cullin deneddylation, primary screen, biochemical, fluorescence polarization, uHTS; inhibition, % at 12.5 µM; Purified CSN, SCF-Nedd8-OG deneddylation; AID 651999, 2013; hit rate 0.38% among 360,000;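 active = pattern-corrected inhibition above about 35%, with an unprinted fluorescence ratio check between 0.5 and 1.5, limit read from the data, passing the limit was not always enough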;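 note: 0% = enzyme with substrate and 100% = substrate without enzyme; some results filed as inactive read as strong as hits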
Target sequence (Q92905 whole entry, looked up, one chain of several): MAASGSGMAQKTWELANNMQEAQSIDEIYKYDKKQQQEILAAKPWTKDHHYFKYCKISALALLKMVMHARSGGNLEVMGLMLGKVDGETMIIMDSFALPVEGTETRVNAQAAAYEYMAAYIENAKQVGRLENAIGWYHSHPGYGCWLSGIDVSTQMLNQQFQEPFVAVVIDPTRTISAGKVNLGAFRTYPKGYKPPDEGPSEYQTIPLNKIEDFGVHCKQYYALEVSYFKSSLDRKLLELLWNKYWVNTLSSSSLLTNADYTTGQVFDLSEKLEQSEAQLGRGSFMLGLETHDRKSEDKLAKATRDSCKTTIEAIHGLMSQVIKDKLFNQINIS
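Detection – fluorescence polarization · System – HEK293T-derived human Csn5 enzyme · Controls – substrate-only high control, full reaction low control · Timing – 90 min, room temperature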
Neddylation inh: inhibitors of cullin neddylation, primary screen, biochemical, TR-FRET, uHTS, NAE and Ubc12. NEDD8-conjugating enzyme Ubc12 (Homo sapiens) + NEDD8-activating enzyme E1 regulatory …. calls only at 25 µM. hit rate 0.58% among 360,000; in the data active = inhibition above about 36%
STEP block: STEP phosphatase inhibitors, primary screen, biochemical, fluorescence intensity, uHTS; Tyrosine-protein phosphatase non-receptor type 5 (Homo sapiens), P54829; recombinant STEP, OMFP fluorogenic substrate; inhibition, % at 20 µM; hit rate 0.25% among 360,000;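 active = inhibition at 20 µM, scaled per plate between control wells, above about 37%, limit read from the data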;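 note: 0% = DMSO with enzyme and substrate and 100% = substrate only without enzyme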
Target sequence (P54829 whole entry, looked up): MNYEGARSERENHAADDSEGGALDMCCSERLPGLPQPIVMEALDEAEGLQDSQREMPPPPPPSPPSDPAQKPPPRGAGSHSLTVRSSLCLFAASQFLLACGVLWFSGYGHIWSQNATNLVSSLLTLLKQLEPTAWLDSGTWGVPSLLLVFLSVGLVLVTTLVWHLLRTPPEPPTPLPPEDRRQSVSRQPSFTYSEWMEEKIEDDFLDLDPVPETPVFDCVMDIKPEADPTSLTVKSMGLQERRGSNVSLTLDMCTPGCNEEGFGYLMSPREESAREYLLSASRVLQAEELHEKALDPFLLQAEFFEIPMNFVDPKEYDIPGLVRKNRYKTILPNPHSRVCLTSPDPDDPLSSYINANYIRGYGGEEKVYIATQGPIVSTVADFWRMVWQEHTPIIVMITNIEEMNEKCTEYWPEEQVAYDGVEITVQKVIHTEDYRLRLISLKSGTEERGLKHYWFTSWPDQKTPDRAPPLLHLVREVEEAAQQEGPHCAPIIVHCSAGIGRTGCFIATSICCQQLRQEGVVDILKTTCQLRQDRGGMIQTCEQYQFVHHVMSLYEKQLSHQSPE
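Material: STEP (striatal-enriched tyrosine phosphatase) enzyme, cell-free | Medium: 50 mM Bis-Tris pH 6.0 with 2.5 mM DTT and 0.005% Tween 20 | Read-out: Percent inhibition scaled to no-enzyme and uninhibited-enzyme controls, plate-pattern corrected | Signal: Fluorescence read at 480 nm ex / 540 nm em | Times: 20 min reaction, room temperature, in the dark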
DNMT1 block: human DNMT1 methyltransferase inhibitors, primary screen, biochemical, molecular beacon, fluorescence, HinP1I cleavage, uHTS; DNA (cytosine-5)-methyltransferase 1 (Homo sapiens), P26358; inhibition (reported as % activation of signal), % at 10 µM; hit rate 0.83% among 360,000; in the data active = inhibition above about 50%
Scp-1 inhibitor: Scp-1 phosphatase inhibitors, primary screen, biochemical, colorimetric, uHTS; Carboxy-terminal domain RNA polymerase II polypeptide A small phosphatase 1 (Homo …; Recombinant Scp1, phosphopeptide, malachite green phosphate absorbance; inhibition, % at 20 µM; hit rate 0.88% among 340,000;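 active = inhibition above about 50% at 20 µM, limit read from the data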;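 note: plate controls were DMSO wells with enzyme for no effect and wells lacking enzyme for full effect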
Target sequence (Q9GZU7 76-261 limits assumed): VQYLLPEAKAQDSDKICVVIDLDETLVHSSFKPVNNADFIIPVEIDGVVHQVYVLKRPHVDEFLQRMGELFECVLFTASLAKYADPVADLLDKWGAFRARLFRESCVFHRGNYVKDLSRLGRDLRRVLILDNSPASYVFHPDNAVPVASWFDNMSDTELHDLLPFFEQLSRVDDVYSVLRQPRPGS
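assay system = SCP-1 phosphatase catalytic domain, residues 76-261 | buffer or medium = 50 mM Tris acetate pH 5.5, 0.005% Tween-20, 10 mM MgCl2 | incubation = enzyme reaction 45 min at room temperature, colour 5 min, stabilisation 30 min | signal = Phosphate-binding colour reagent, absorbance read at 630 nm | measure = % inhibition at 20 µM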
* hit, by the source's call; i = inactive; nt = no result given.

SMILES	Rpn11 inh	Rin1 Abl inh	SUMO1-SIM PPI	NadD inh	LMPTP inh	CSN deneddyl inh	Neddylation inh	STEP block	DNMT1 block	Scp-1 inhibitor
CCCCC1=CC2=CC(=O)C(C)(OC(=O)CC)C(=O)C2=CN1CCCOC(C)C (configuration not stated)	i	-1	-8	6	0.6	0	i	4	-11	-6
CCCC1NC(=O)c2cccnc2-n2c1nc1ccc(C)cc1c2=O (configuration not stated)	i	-1	-15	6	-2.0	1	i	-1	1	nt
CCc1cccc(NC(=O)COc2ccccc2)c1	i	-3	0	-2	0.9	1	i	-2	-1	-3
Cc1ccc(NC(=O)Cn2nc(C)c([N+](=O)[O-])c2C)cc1C	i	1	0	-9	0.2	1	i	-2	-3	-9
N/C(=C/C(=O)c1ccccc1O)C(F)(F)F	i	0	2	3	-1.5	-5	i	2	0	-2
CC(=O)Nc1ccc(NCCc2ccco2)cc1	i	4	-2	-3	-2.2	-2	i	-3	-2	nt
COc1ccc(-c2ccoc2)cc1[C@H]1[C@H]2C=CC[C@@H](C)[C@@H]2C(=O)N1Cc1ccccc1	i	1	9	16	3.5	3	i	1	0	9
CCOc1ccccc1NC(=O)CCSc1nc2n[nH]c(C)c2c(=N)n1-c1ccccc1Cl	i	-15	9	8	-2.0	-6	i	-2	3	-6
CCn1ccnc1CN(C)Cc1nc(CCC(C)C)no1	i	4	2	-1	-0.1	-5	i	-4	-1	-5
O=S(=O)(NCCc1nnc2ccc(SCc3cccnc3)nn12)c1ccccc1	i	-3	-4	-5	0.3	2	i	-1	-2	-7
CC(=O)Nc1c(-c2ccccc2)c2cc(Br)ccc2[nH]c1=O	i	0	4	1	-1.9	-2	i	-1	12	-5
Cc1c(Cl)cccc1NC(=O)CCCN1C(=O)c2cccnc2C1=O	i	1	-20	2	-1.2	6	i	-1	2	-1
N#C/C(=N\Nc1cccc(F)c1)C(=O)C1CC1	i	1	0	0	-0.1	-5	i	0	0	17
COC(=O)c1c(NC(=O)CN(c2ccccc2)S(C)(=O)=O)sc2c1CCCC2	i	1	1	-6	2.7	-8	i	1	-3	-10
CCOC(=O)N1CCC(N2C(=O)c3ccc(C(=O)NCCOC)cc3C2=O)CC1	i	0	-42	-2	-2.1	-5	i	0	1	-16
O=C(O)CSc1nnc(SCc2cccc3ccccc23)s1	i	1	-5	1	-1.0	-3	i	3	-4	-6
COc1cc(C2C(C#N)=C(N)OC3=C2C(=O)CC(C)(C)C3)cc([N+](=O)[O-])c1O (configuration not stated)	i	-5	-33	-4	-0.4	3	i	2	-4	7
COc1cc2c(cc1OC)C(C)N(C(=O)CCc1c[nH]c3ccccc13)CC2 (configuration not stated)	i	-3	-2	-4	-0.7	2	i	0	-1	-9
Cc1ccc(SCC(=O)Nc2ccc(N3CCN(C)CC3)c(F)c2)c(C)c1	i	-1	1	-12	0.0	-5	i	3	-2	-9
CC(=NCc1ccco1)c1c(C)[nH]n(-c2nc3ccccc3s2)c1=O	i	-1	-10	13	0.0	3	i	-2	0	9
O=C(COc1ccc2c(-c3ccccc3)cc(=O)oc2c1)Nc1ccc(CCO)cc1	i	-1	-7	-2	66*	66*	i	3	27	-2
O=c1[nH]c(COc2ccc(Cl)cc2Br)nc2ccccc12	i	4	6	4	2.2	2	i	-1	1	-3
CCOc1nc(NC(=O)NC(=O)c2ccccc2)nc(-c2ccccc2)n1	i	0	3	6	0.0	-7	i	-10	73*	1
CC(NC(=O)Cc1ccc(F)cc1)C(c1cccs1)N1CCN(C)CC1 (configuration not stated)	i	-1	-3	-5	0.0	-3	i	1	6	-1
Cc1cccc(N=C2NN=C(c3c(C)[nH]c4ccccc34)CS2)c1	i	3	-2	36*	1.6	1	i	0	-46	-11
CC(C)C(NC(=O)c1ccccc1)C(=O)NCC(c1ccccc1)N(C)C (configuration not stated)	i	1	-3	3	-0.3	-7	i	-1	3	1
O=C(C1CC2C=CC1C2)N1CCN(c2ccccc2)CC1 (configuration not stated)	i	-3	-2	5	0.9	-6	i	0	2	-9
Cc1ccc(-c2nnc(Nc3ccc(C(=O)N(C)C)cc3)c3ccccc23)cc1S(=O)(=O)NCC1CCCO1 (configuration not stated)	i	-5	-12	8	-0.3	-1	i	-1	-2	0
NS(=O)(=O)c1cc(Cl)c(NC(=O)COC(=O)c2ccccn2)c(Cl)c1	i	2	1	1	-0.1	-1	i	-1	6	6
C=CCOC1=CS(=O)(=O)N(Cc2ccc(Br)cc2)c2ccc(Br)cc21	i	1	-9	-1	2.9	-1	i	1	-3	-7
CCCN(C(=O)CSc1ccccc1C(=O)O)C1CCS(=O)(=O)C1 (configuration not stated)	i	1	4	0	-2.4	-4	i	0	1	2
CC1(C)CC(n2c(=S)[nH]c3ccccc3c2=O)CCO1 (configuration not stated)	i	-1	-4	6	-0.7	8	i	-2	1	-7
CCCCN(CCCNC(=O)C1CCN(S(=O)(=O)CC)CC1)c1ccccc1	i	3	-2	3	-0.7	-2	i	3	-2	-1
O=[N+]([O-])c1ccc(OCCN2CCNCC2)cc1	i	-3	-8	-5	-2.6	2	i	-4	-1	-12
Cn1nnnc1NC(=O)c1ccccc1Cl	i	0	2	-4	-0.6	-6	i	2	-2	-8
CCCC[C@@H]1CNC(=S)N1CC1CCCCC1	i	2	3	4	-0.1	1	i	1	12	0
O=c1[nH]c(CN2CCN(c3ccccc3)CC2)nc2ccccc12	i	-1	0	-3	-1.9	-1	i	1	0	6
CN(C)C(=S)Nc1ccc(S(=O)(=O)N2CCCCC2)cc1	i	4	0	-4	0.3	-7	i	-1	6	3
Cc1ccccc1C(=O)Nc1nnc(SCC(=O)NCc2ccco2)s1	i	4	7	-7	-3.3	-2	i	-2	1	1
Cc1cccc(N2CCN(C(=O)c3ccc4nccnc4c3)CC2C)c1 (configuration not stated)	i	3	0	5	-1.5	3	i	-4	1	-10
COC(=O)CSc1nc(-c2ccc(C)cc2)c2c(c1C#N)CCCC2	i	-4	4	0	5.3	3	i	5	-6	-10
Cc1ccc(S(=O)(=O)Nc2ccc(C(=O)NCCCN3CCOCC3)cc2)cc1[N+](=O)[O-]	i	2	-5	-5	-2.5	-1	i	-1	1	-7
CCc1nc2c(OCCc3cccc(OC)c3)cccn2c1N(C)C(=O)c1ccc(C)cc1	i	-1	1	16	1.7	0	i	5	-1	nt
CCCCCCCCCC(=O)N/N=C(\C)c1cccnc1	i	1	-2	5	0.7	0	i	-1	-5	2
COc1cc(-c2cccs2)cc(=O)c2c(C)oc(C)c12	i	4	13	10	3.2	28	i	2	71*	-4

A section from the list above, for reference:
SMILES	Rpn11 inh	Rin1 Abl inh	SUMO1-SIM PPI	NadD inh	LMPTP inh	CSN deneddyl inh	Neddylation inh	STEP block	DNMT1 block	Scp-1 inhibitor
COC(=O)CSc1nc(-c2ccc(C)cc2)c2c(c1C#N)CCCC2	i	-4	4	0	5.3	3	i	5	-6	-10
Cc1ccc(S(=O)(=O)Nc2ccc(C(=O)NCCCN3CCOCC3)cc2)cc1[N+](=O)[O-]	i	2	-5	-5	-2.5	-1	i	-1	1	-7
CCc1nc2c(OCCc3cccc(OC)c3)cccn2c1N(C)C(=O)c1ccc(C)cc1	i	-1	1	16	1.7	0	i	5	-1	nt
CCCCCCCCCC(=O)N/N=C(\C)c1cccnc1	i	1	-2	5	0.7	0	i	-1	-5	2
COc1cc(-c2cccs2)cc(=O)c2c(C)oc(C)c12	i	4	13	10	3.2	28	i	2	71*	-4

Next part.
SMILES	Rpn11 inh	Rin1 Abl inh	SUMO1-SIM PPI	NadD inh	LMPTP inh	CSN deneddyl inh	Neddylation inh	STEP block	DNMT1 block	Scp-1 inhibitor
O=C(Cn1cnnn1)Nc1ccccc1Cc1ccccc1	i	3	-1	2	-1.5	-2	i	-3	1	-2
COc1ccc(-n2cnnc2SCC(=O)NC2CC2)cc1	i	-2	-2	0	-0.6	-4	i	-3	2	nt
OCCC1CN(Cc2cccn2-c2cccnc2)CCN1C1CCCCC1 (configuration not stated)	i	-3	-12	-7	-0.8	-1	i	-3	0	-10
CCOC(=O)CC(NC(=O)c1cccs1)c1ccc(OCC)cc1 (configuration not stated)	i	1	-4	1	-0.9	-1	i	0	2	-5
CSc1nc(C)c2cc(C)oc2n1	i	3	1	0	-1.5	8	i	1	3	2
NS(=O)(=O)c1ccccc1	i	0	1	0	-2.3	-1	i	68*	2	-4
CSc1nc(O)c(Nc2ccccc2)c(=O)[nH]1	i	-3	29	5	1.5	-1	i	-2	-8	1
Cc1ccc(C)c(Cn2c(=O)n(-c3ccc(CC(=O)NCc4ccco4)cc3)c(=O)c3sccc32)c1	i	3	7	2	1.0	2	i	6	15	-13
COc1cccc(N2CCN(CC(=O)NC(C)c3ccccc3)CC2)c1 (configuration not stated)	i	0	7	-6	0.0	1	i	0	1	-3
Cc1ccc2nc(SCc3nnc(-c4ccccc4Br)o3)[nH]c2c1	i	2	2	6	-0.4	-4	i	-1	-4	-7
COCCN(C(=O)c1csnn1)C(C(=O)NC1CCCCC1)c1cccs1 (configuration not stated)	i	5	-1	-6	-0.6	-5	i	-3	-2	-5
O=C(CN1C(=O)NC2(CCCC2)C1=O)NCc1ccco1	i	3	1	-7	-1.0	-3	i	-1	2	-5
O=C(CN1C(=O)C2CC=CCC2C1=O)NCc1cccs1 (configuration not stated)	i	-1	-3	7	-1.0	0	i	0	0	-5
CCC(CC)C(=O)Nc1ccc(C(=O)c2ccccc2)cc1	i	2	1	-8	-0.8	1	i	1	0	-8

Entries of single compounds as entered above.
Profile of CCOC(=O)CC(NC(=O)c1cccs1)c1ccc(OCC)cc1 (configuration not stated) → Rpn11 inh = i; Rin1 Abl inh = 1; SUMO1-SIM PPI = -4; NadD inh = 1; LMPTP inh = -0.9; CSN deneddyl inh = -1; Neddylation inh = i; STEP block = 0; DNMT1 block = 2; Scp-1 inhibitor = -5
Profile of CSc1nc(C)c2cc(C)oc2n1 → Rpn11 inh = i; Rin1 Abl inh = 3; SUMO1-SIM PPI = 1; NadD inh = 0; LMPTP inh = -1.5; CSN deneddyl inh = 8; Neddylation inh = i; STEP block = 1; DNMT1 block = 3; Scp-1 inhibitor = 2

Screening results from PubChem BioAssay.
